SMN2 splice enh – qHTS Assay for Enhancers of SMN2 Splice Variant Expression; HEK293 SMN2-luciferase splicing reporter, luminescence, 30-36 h; Potency, µM (highest dose often 46.1 µM), for inactives: top-dose activity change, positive = activation, hits mostly activators; 210,000 tested, 2.8% active; AID 1458, 2008; note: % of control where 0% means no effect; nearly all actives have a fitted effect of over 55% in size
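HEK293 cells carry an SMN2 minigene-luciferase reporter in which exon 7 inclusion puts luciferase in frame. Cells were seeded at 2000 cells/well, attached for 10-12 hours, then exposed to compounds for 30-36 hours at 37C before ONE-Glo luminescence.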
L3MBTL1 block – qHTS Assay for the Inhibitors of L3MBTL1. Potency, µM (doses to about 57.1 µM), inactives show top-dose activity, negative = inhibition, most hits filed as inhibitors. 230,000 tested, 0.66% active. Lethal(3)malignant brain tumor-like protein 1 (Homo sapiens), Q9Y468. AID 485360, 2010. AlphaScreen L3MBTL1–H3K9me1 peptide binding; note: % is set by controls: 0 for no effect and ±100 for the full control effect; nearly all actives have a fitted effect of over 60% in size
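L3MBTL1 50 nM + b-AHA-H3(1-15)K9me1 75 nM, 30 min RT; compound added, 30 min RT; streptavidin donor/Ni-chelate acceptor beads 10 ug/mL each final, 30 min RT dark; AlphaScreen read.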
Tau fibril ThT – qHTS for Inhibitors of Tau Fibril Formation, Thioflavin T Binding; recombinant tau K18 P301L (four-repeat tau fragment), heparin-induced fibrillization, ThT fluorescence; Potency, µM (series often up to 57.4 µM), for inactives: top-dose activity, negative = inhibition, actives largely listed as inhibitors; 270,000 tested, 2.1% active; note: % is set by controls: 0 for no effect and ±100 for the full control effect; nearly all actives have a fitted effect of over 55% in size
Target sequence (P10636 561-689 P618L limits assumed): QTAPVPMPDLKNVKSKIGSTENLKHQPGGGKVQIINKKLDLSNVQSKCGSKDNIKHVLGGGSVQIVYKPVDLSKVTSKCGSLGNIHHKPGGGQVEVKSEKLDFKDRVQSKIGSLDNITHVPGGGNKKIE
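K18 P301L tau (15 uM + 0.24 uM Alexa 594-tagged), heparin 20 uM, NaOAc pH 7, 6 h 37 C; ThT 30 uM, 1 h RT, ex 450/em 510 nm.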
KinaseGlo FLuc – Counterscreen for Luciferase (Kinase-Glo TM) Inhibition. 200,000 tested, 0.28% active. Potency, µM (series often up to 38.3 µM), for the others: at the top dose activity change, negative = inhibition, actives largely listed as inhibitors. Kinase-Glo luciferase, ATP luminescence, 8 min. Luciferin 4-monooxygenase (Photuris pensylvanica), Q27757; note: % is set by controls: 0 for no effect and ±100 for the full control effect; nearly all actives have a fitted effect of over 60% in size
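Recombinant Kinase-Glo luciferase, 10 uM ATP (linear range), luciferin; imidazole pH 7.2 / KCl / MgCl2 / Tween / BSA buffer; 8 min RT; luminescence.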
LMNA splice mod – qHTS Assay for Modulators of Lamin A Splicing | 200,000 tested, 0.01% active | HeLa LMNA splicing GFP/RFP minigene ratio, 48 h | Potency, µM (doses to about 46.1 µM), inactives show at the highest dose ratio change, negative = inhibition, hits mostly inhibitors; active = well fitted inhibition curve with a large enough effect in the signal ratio, with a control signal flat, not every such curve was filed as active; inconclusive = small, poorly fitted or top-dose-only effect, or effect the other way, or a change in a side signal; the % refers to the signal ratio; note: % is set by controls: 0 for no effect and ±100 for the full control effect
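Read-out is the ratio of GFP to DsRed2 object intensity, acquired by 488 nm laser-scanning cytometry on HeLa lamin A-EGFP minigene reporter cells. Compound incubation 48 hrs at 37 °C in Opti-MEM with 2% FBS; DMSO 0.5% final.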
JMJD2E inh – qHTS Assay for Inhibitors of Human Jumonji Domain Containing 2E (JMJD2E); Lysine-specific demethylase 4E (Homo sapiens), B2RXH2; JMJD2E catalytic domain, FDH-coupled NADH fluorescence (FDH is formaldehyde dehydrogenase); Potency, µM (highest dose often 57.1 µM), without a hit: top-dose activity change, negative = inhibition, most hits filed as inhibitors; 230,000 tested, 1.6% active; AID 2147, 2009; active = well fitted inhibition curve with a large enough effect, not every such curve was filed as active; inconclusive = small, poorly fitted or top-dose-only effect, or another doubt; inactive = no such curve, though single readings can be large or run the other way;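 note: 0% = wells with enzyme and -100% = buffer wells without enzyme; nearly all actives have a fitted effect of over 50% in size; many of its hits are not listed in these tables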
Target sequence (B2RXH2 1-337 limits assumed): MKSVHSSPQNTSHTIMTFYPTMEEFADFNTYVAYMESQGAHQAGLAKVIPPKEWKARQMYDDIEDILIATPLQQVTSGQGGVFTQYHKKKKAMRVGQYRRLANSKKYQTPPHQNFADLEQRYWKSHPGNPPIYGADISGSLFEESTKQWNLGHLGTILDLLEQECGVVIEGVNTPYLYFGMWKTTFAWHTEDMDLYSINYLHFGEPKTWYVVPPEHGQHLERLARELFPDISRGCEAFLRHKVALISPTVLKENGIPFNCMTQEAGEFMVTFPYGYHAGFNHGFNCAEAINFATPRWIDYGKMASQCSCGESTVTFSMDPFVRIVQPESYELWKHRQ
ALDH1A1 block – qHTS Assay for Inhibitors of Aldehyde Dehydrogenase 1 (ALDH1A1); Aldehyde dehydrogenase 1A1 (Homo sapiens), P00352; Purified ALDH1A1, NADH fluorescence, propionaldehyde substrate; Potency, µM (doses to about 75.3 µM), for the others: at the top dose activity, negative = inhibition, usual class: inhibitors; 220,000 tested, 7.3% active; AID 1030, 2008; active = well fitted inhibition curve with a large enough effect, not every such curve was filed as active; inconclusive = small, poorly fitted or top-dose-only effect, or another doubt; inactive = no such curve, though single readings can be large or run the other way;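 note: plate controls were no enzyme wells and a reference inhibitor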
Target sequence (P00352 whole entry, looked up): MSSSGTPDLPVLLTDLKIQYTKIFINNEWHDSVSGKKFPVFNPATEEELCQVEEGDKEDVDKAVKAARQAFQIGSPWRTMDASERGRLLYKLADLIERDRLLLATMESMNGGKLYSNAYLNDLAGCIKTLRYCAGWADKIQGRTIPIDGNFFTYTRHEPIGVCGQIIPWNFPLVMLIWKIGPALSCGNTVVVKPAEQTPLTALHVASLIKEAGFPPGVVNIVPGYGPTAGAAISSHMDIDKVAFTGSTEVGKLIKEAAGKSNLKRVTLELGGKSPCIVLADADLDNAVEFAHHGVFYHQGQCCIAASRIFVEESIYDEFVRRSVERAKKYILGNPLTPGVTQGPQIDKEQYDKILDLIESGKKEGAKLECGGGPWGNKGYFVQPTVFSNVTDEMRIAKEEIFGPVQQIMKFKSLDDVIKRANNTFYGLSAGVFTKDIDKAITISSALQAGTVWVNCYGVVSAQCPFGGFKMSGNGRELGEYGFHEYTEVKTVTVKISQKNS
RECQ1 helicase – qHTS Assay for Inhibitors of RecQ-Like Dna Helicase 1 (RECQ1) | 240,000 tested, 0.54% active | ATP-dependent DNA helicase Q1 (Homo sapiens), P46063 | Potency, µM (doses to about 57.3 µM), inactives show top-dose activity, negative = inhibition, actives largely listed as inhibitors | AID 2549, 2010 | RECQ1 DNA unwinding, red fluorescence kinetic read;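 note: plate controls were vehicle for no effect and no enzyme for full effect; nearly all actives have a fitted effect of over 30% in size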
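RECQ1T1 50 nM; forked duplex (20 bp + 30-nt ss tails) 200 nM, ATP 2 mM final; pH 8.0, 2 mM MgCl2, 2.5 ug/ml poly(dI-dC); 15 min compound preincubation; discontinuous kinetic read over 2 h at RT.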
Starred values were filed as active, the others as inactive; i = inactive; ? = inconclusive; nt = no result given; [ ] = dose if it differs, or a comment. Unless noted, calls come from the whole dose curve; as a rule, active = well fitted curve in the direction sought with a large enough effect; inconclusive = small, poorly fitted or top-dose-only effect, or another doubt; inactive = no such curve, though single readings can be large; an effect the other way counts as inactive or inconclusive. Potency is the fitted concentration of half-maximal effect. Some of the compounds tested; count on the stated rates, not on these rows.

SMILES	SMN2 splice enh	L3MBTL1 block	Tau fibril ThT	KinaseGlo FLuc	LMNA splice mod	JMJD2E inh	ALDH1A1 block	RECQ1 helicase
Cn1c(=O)[nH]c(=O)c2c1nc(N1CCOCC1)n2CCc1ccccc1	-7.0%	2.5%	-2.6%	-2.9%	-7.1%[46 µM]	6.4%	3.9%	i
COc1ccc2c(c1)-c1c(sn(-c3ccc(OC)c(OC)c3)c1=S)C(C)(C)N2	-6.1%	?	?	-1.4%	14.6%	0.9%	-3.0%	-7.5%
COc1ccc(C(NC(=O)c2ccccc2F)NC(=O)c2ccccc2F)cc1	-6.1%	-0.4%	3.5%	6.9%	-6.3%	-0.4%	3.4%	-8.2%
CC(C)(C)OC(=O)NCCC(=O)N/N=C/c1ccc2nccnc2c1	nt	9.0%	-3.4%	nt	nt	?	-1.0%	7.1%
CCOC(=O)C1(S(=O)(=O)c2ccc(Cl)cc2)CCN(Cc2ccccc2)CC1	-31.2%[inhibitor]	-6.3%	-16.9%	-2.6%	-3.7%	-4.5%	?	-2.4%
O=C(Nc1ccccc1)N1CCC2(CC1)CCN(C(=O)c1cnccn1)CC2	-10.9%	nt	nt	-1.9%	nt	nt	-6.8%	i
O=S(=O)(NC1CCCCC1NCc1ccco1)c1ccc(Cl)cc1 (stereo not given)	-19.9%	-0.2%	-2.7%	2.8%	-5.4%	33.0%[activator]	2.1%	-9.5%
COc1cc(S(=O)(=O)N2CCC(c3nc4ccccc4s3)CC2)ccc1S(=O)(=O)NC1CCCC1	-37.0%[inhibitor]	-6.8%	-6.4%	1.1%	?	-4.1%	-4.9%	2.0%
Cc1cc([N+](=O)[O-])nn1CCC(=O)Nc1nccs1	nt	-1.8%	-9.5%	-0.7%	-6.0%[46 µM]	1.1%	9.2%	2.0%
CC(=O)N[C@@H](C(=O)O)C(C)(C)SN=O	nt	nt	28.2µM*	2.2%	nt	-16.2%	-11.8%	-6.5%
Cn1c(NCCCN2CCOCC2)nc2c1c(=O)n(Cc1ccc(Cl)cc1Cl)c(=O)n2C	-7.2%	-5.2%	-13.5%	-3.2%	?	5.1%	1.9%	-4.7%
Cc1c(Cl)cnc(NC(=O)COC(=O)c2cccc(S(=O)(=O)N3CCc4ccccc4C3)c2)c1Cl	17.9%	-19.3%	-10.6%	-1.2%	28.1%	?	?	0.8%
COc1cccc(NC(=O)Cn2c(SCC(=O)N3CCOCC3)nc3ccccc32)c1	-17.9%	13.8%	-7.6%	10.3%	-8.1%	-0.4%	-8.8%	-1.0%
CCOC(=O)C(NC(=O)c1ccccc1)=C1C=C(C)OC(C)=C1	-14.9%	-2.4%	-11.6%	0.9%	-0.6%	4.7%	2.4%	-6.8%
CCC(C)C(=O)Nc1nc(C)c(-c2csc(Nc3ccccc3OC)n2)s1 (stereo not given)	-21.8%	-4.1%	?	-1.7%	?	-27.2%	?	-3.8%
CCn1c(-c2ccccc2SC)n[nH]c1=S	-5.6%	0.0%	-7.3%	-4.8%	-1.6%[46 µM]	?	-2.4%	-4.5%
CNC(=O)[C@H]1O[C@@H](n2cnc3c(N)ncnc32)[C@H](O)[C@@H]1O	2.9%	nt	5.8%	nt	nt	nt	-0.5%	11.8%
COC(=O)c1ccc(-n2c(C)nc(=O)c(-c3ccccc3)c2C)cc1	-2.0%	-3.5%	-18.8%	-4.6%	7.9%	-1.1%	?	10.1%
CC(C)c1ccc(S(=O)(=O)N2CCN(C(=S)NCc3ccco3)CC2)cc1	?	-7.2%	5.0%	-1.4%	?	-9.2%	-1.7%	2.3%
CCc1c(C)c2c(C)[nH]nc2oc1=O	-12.7%	-2.7%	-2.2%	-1.0%	5.6%	-22.2%	-5.0%	-1.5%
COc1ccc(CCNC(=O)CCCCn2c(=O)[nH]c3ccccc3c2=O)cc1OC	-21.7%	3.8%	-13.2%	-5.3%	1.6%	4.0%	-2.0%	-1.9%
Cn1c(Cl)c(/C=N/OC(=O)C2CC2)c2ccccc21	3.8%	3.8%[11.4 µM]	?	2.7%	-14.9%[46 µM]	0.7%	-9.1%	-5.5%
COCCCN(CCC#N)C(=O)c1c(-c2c(Cl)cccc2Cl)noc1C	nt	0.0%	-5.8%	nt	nt	10.1%	8.3%	-13.2%
CCOc1ccc(NC(=O)c2ccc(NCC(=O)N3CCCCCC3)cc2)cc1	-3.6%	15.1%	?	-7.2%	15.7%[46 µM]	-6.4%	6.31µM*	3.9%
Cc1onc(-c2ccccc2Cl)c1C(=O)Nc1nnc(Cc2ccc(Cl)cc2)s1	1.4%	-4.1%	-7.0%	-1.5%	21.8%	0.9%	1.6%	-4.4%
c1coc(CNC2CCCCC2)c1	-4.5%	10.9%	-3.3%	-0.1%	2.2%	-0.3%	-3.9%	-1.0%
COC(=O)c1ccc(N2NC(=O)/C(=C/c3ccc(-c4ccc(Cl)c(C(=O)O)c4)o3)C2=O)cc1	11.1%	6.31µM*	6.31µM*	-3.8%	10.1%[46 µM]	-26.1%	8.91µM*	?
O=C(CSc1nc2ccsc2c(=O)n1NC(=O)c1ccccc1)Nc1nccs1	20µM*	6.9%	-7.6%	-1.3%	-16.0%	-1.0%	-12.2%	i
O=C(NCC1OCCCN1S(=O)(=O)c1cc(F)ccc1F)C(=O)NC1CCCCC1 (stereo not given)	2.7%	10.1%	-2.8%	-1.0%	17.6%[46 µM]	6.4%	13.4%	-1.2%
c1ccc(CCNc2nc(-c3cccnc3)cs2)cc1	?	-7.7%	?	1.4%	-2.2%	-4.1%	?	-0.8%
CC(=O)c1cc2c(cc1NS(=O)(=O)c1ccc(C)cc1)OCCO2	?	7.2%[11.4 µM]	-5.7%	0.7%	?	0.8%	-4.0%	-8.7%
COc1ccccc1C1C(C(N)=O)=C(C)Nc2nc(-c3ccccc3Cl)nn21 (stereo not given)	-31.2%	nt	-13.7%	0.2%	-0.7%	6.2%	2.2%	-16.7%
Cc1cc(=O)oc(C)c1C(=O)N1CCN(C)CC1	-1.0%	3.8%	3.0%	15.3%	-1.5%	-5.8%	4.6%	-6.3%
CCN(CC)CCOC(=O)c1ccc(NC(=O)CNC(=O)c2ccccc2)cc1	-47.9%[inhibitor]	nt	-2.9%	3.8%	nt	0.0%	?	-9.6%
O=C(C[n+]1ccc(C(=O)N/N=C/c2ccc(O)cc2)cc1)c1ccccc1	9.5%	nt	8.91µM*	1.3%	0.4%	?	1.58µM*	-15.4%
Cc1nn(Cc2cccc(C(=O)Nc3ccn(Cc4c(F)c(F)cc(F)c4F)n3)c2)c(C)c1[N+](=O)[O-]	-23.1%	nt	-18.9%	-4.1%	?	-6.0%	7.2%	-11.7%
O=C(Cn1cc2c(n1)CCCCC2)NC1CCN(Cc2ccccc2)CC1	-32.7%[inhibitor]	nt	-8.7%	-2.4%	0.5%	-2.2%	2.5%	-5.1%
Cc1ccccc1Nc1nnc(SCC(=O)NC(=O)NCc2ccco2)s1	4.5%	28.2µM*	?	-1.8%	-1.4%	-3.6%	?	-10.9%
C=CCN1C(=O)N/C(=C/c2ccc(N3CCOCC3)o2)C1=O	2.8%	0.8%	7.94µM*	1.5%	?	-12.1%	?	-1.5%
COc1cc2c(cc1OC)C(=O)NCC(C)(C)O2	4.8%	2.4%	4.6%	9.0%	-4.0%	?	-6.7%	-1.3%
N#Cc1ccc(CN2CCC3(CC2)CCN(C(=O)c2cc(C(F)(F)F)cc(C(F)(F)F)c2)CC3)cc1	-59.3%[inhibitor]	nt	nt	-0.4%	nt	nt	1.2%	i
Cc1cccc(-n2c(=O)c(C#N)cc3c(=O)n4ccccc4nc32)c1	-2.6%	nt	-9.7%	-3.4%	-6.0%	?	?	3.5%
CCSc1nc2cc(OC)c(OC)cc2c(=O)n1CC	-34.5%[inhibitor]	-0.4%[11.4 µM]	-21.9%	-3.9%	0.3%	-0.2%	8.91µM*	-3.5%
CCOc1cc(N2CCOCC2)c(OCC)cc1NC(=O)c1ccccc1C	-13.6%	4.1%[11.4 µM]	-1.1%	0.8%	1.1%[46 µM]	4.2%	-10.1%	i
Cc1nn(C)c(C)c1S(=O)(=O)NCc1cccs1	0.3%	-8.2%	-6.8%	3.9%	-5.5%	-2.7%	1.3%	i
COc1ccc(NC(=O)N2CC[C@@]3(CCCN(C(=O)c4ccc(OC)cc4)C3)C2)cc1	-8.5%	nt	nt	2.1%	nt	nt	-9.3%	-7.1%
COc1ccc2cc3cc(C(=O)NCC4CCCO4)oc3nc2c1 (stereo not given)	-8.0%	12.1%	-3.6%	0.1%	2.0%	?	?	-0.6%
COc1ccc(S(=O)(=O)N2CCN(Cc3cccc(Cl)c3)CC2)cc1	-5.1%	nt	-11.6%	7.4%	?	-1.0%	?	0.6%
CC(NS(=O)(=O)c1cccc(Cl)c1)C(=O)N(C)C1CCN(C)CC1 (stereo not given)	-7.5%	-5.3%	6.8%	-0.8%	-14.5%[46 µM]	5.4%	5.6%	i
CCOC(=O)c1c(C)[nH]c(C(=O)COC(=O)CCC2CCCC2)c1C	nt	nt	-13.1%	16.7%	7.6%	9.0%	2.4%	-5.9%

Screening data deposited in PubChem BioAssay by National Center for Advancing Translational Sciences (NCATS).
